# Screening data as filed in PubChem BioAssay.
# inhibitors of VEEV = inhibitors of VEEV TC-83 cytopathic effect, confirmation, Vero cells (AID 588727); Vero cells, VEEV TC-83 cytopathic effect inhibition; higher % means a stronger effect; inhibition, % at 20 µM, or IC50 in µM where a hit was titrated; 350,000 tested, 0.13% active; in the data active = a potency from the dose series; inconclusive = inhibition mostly from about 14% at the one dose, without a potency; inactive = the rest, 99 in 100 with inhibition below about 12%; also: strong numbers were not always called active
# M. tuberculosis = growth inhibition of non-replicating M. tuberculosis (AID 488890) | one-dose inhibition, % at 25 µM; IC50 in µM for titrated hits | 320,000 tested, 0.39% active | Mycobacterium tuberculosis non-replicating, growth inhibition; higher % means a stronger effect; in the data active = a potency from the dose series; inconclusive = inhibition mostly from about 82% at the one dose, without a potency; inactive = the rest, 99 in 100 with inhibition below about 76%;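 also: plate controls were DMSO cells for no effect and high antibiotic wells for full effect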
# PhoP GFP inhibition = PhoP regulon inhibitors, Salmonella typhi PhoP promoter GFP reporter, confirmatory (AID 1850); Salmonella Typhi PhoP-promoter GFP reporter, fluorescence, 4 h; higher % means a stronger effect; inhibition, % at 50 µM; hits with a dose series show IC50 in µM; 310,000 tested, 0.33% active; in the data active = a potency from the dose series; inconclusive = inhibition mostly from about 25% at the one dose, without a potency; inactive = the rest, 99 in 100 with inhibition below about 19%;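 also: 0% = induced wells with vehicle and 100% = uninduced wells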
# M. tuberculosis HTS = M. tuberculosis growth inhibition, HTS (AID 449762) | inhibition, % at 25 µM; hits with a dose series show IC50 in µM | M. tuberculosis H37Rv growth inhibition, 7H9 media; higher % means a stronger effect | 330,000 tested, 0.59% active; in the data active = a potency from the dose series; inconclusive = inhibition above about 70% without an active follow-up result;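 also: bacterial growth assessed after seven days of incubation; strong numbers were not always called active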
# H1N1 NS1A inhibition = NS1A inhibition, H1N1 influenza, cell based functional assay (AID 504329); inhibition, % at 12.5 µM; hits with a dose series show IC50 in µM; 340,000 tested, 0.3% active; NS1A functional cell-based assay, percent inhibition; higher % means a stronger effect; in the data active = a potency from the dose series; inconclusive = inhibition above about 27% without an active follow-up result; also: strong numbers were not always called active
# inhibitors of VEEV 10K pilot screen = also measured in inhibitors of VEEV; calls as there; inhibition, %; measured here: 10K pilot screen inhibition
# An asterisk follows results filed as active; i = inactive; ? = inconclusive; / = no result given. Outcome played no part in choosing rows, and some 1.5% of all compounds hit somewhere here.
SMILES,inhibitors of VEEV,M. tuberculosis,PhoP GFP inhibition,M. tuberculosis HTS,H1N1 NS1A inhibition,others
CC(C)CCn1c(N2CCc3ccccc3C2)nc2c1c(=O)[nH]c(=O)n2C,7.1%,/,-3%,-9%,-13%,
O=[N+]([O-])c1ccc(Cl)c(S(=O)(=O)NCCc2ccccn2)c1,2.7%,-8%,/,-10%,-6%,
CC(C)C(=O)NC(=S)Nc1sc2c(c1C(N)=O)CCCC2,2.1%,31%,-5%,2%,-5%,
CC(C)Cc1nc2oc3c(NCc4cccnc4)ncnc3c2c2c1CCC2,2.2%,8%,0%,0%,-1%,
O=C1CCc2cc(S(=O)(=O)N3CCN(c4ccc(F)cc4)CC3)cc3c2N1CC3,1.5%,-10%,12%,-4%,9%,
O=c1cc(Nc2cccc(Br)c2)[nH]c(=O)[nH]1,1.9%,0%,-11%,0%,/,
CCc1ccccc1N1CC(C(=O)O)CC1=O (centres undefined),1.1%,-16%,1%,-7%,-2%,
Cc1ccc(C(=O)NCCc2ccc(S(N)(=O)=O)cc2)cc1[N+](=O)[O-],4.5%,-9%,-2%,-6%,4%,
O=C(Nc1ccc(N2C(=O)C3C4C=CC(C4)C3C2=O)cc1)Nc1nncs1 (centres undefined),0.3%,/,10%,-9%,-1%,
CC(C)(C)C(=O)CN1C(=O)NC2(CCc3ccccc32)C1=O (centres undefined),3.3%,-7%,-10%,1%,-9%,
CCN(CC)S(=O)(=O)c1ccc(N2CCN(c3ccccc3O)CC2)nc1,4.2%,28%,-10%,-5%,-2%,
Cc1ccc(-n2c(=O)c(C#N)cc3c(=O)n4cccc(C)c4nc32)cc1,0.7%,-2%,-7%,-16%,3%,
CCCc1cc(C(=O)NCc2ccc(OC)cc2)no1,0.1%,-16%,3%,-7%,-1%,inhibitors of VEEV 10K pilot screen=0.5
COc1cccc(/C=C2\N=C(C3CCCCC3)OC2=O)c1OC,1.2%,?,-4%,8%,-1%,
Cc1ccc(N2CC(C(=O)Nc3nc4ccc(S(C)(=O)=O)cc4s3)CC2=O)cc1C (centres undefined),1.8%,4%,6%,3%,2%,
COc1cccc2[nH]c3c(N4CCN(Cc5ccc6c(c5)OCO6)CC4)ncnc3c12,/,75%,33%,?,/,
Nc1ccc2oc(-c3cccc4ccccc34)nc2c1,3.6%,22%,-11%,5%,-19%,
CCc1ccccc1NC(=O)/C(C#N)=C/c1ccc(Sc2ccccc2)o1,5.0%,?,-2%,14%,8%,
Cc1c(CC(=O)N[C@@H](C)C(=O)O)c(=O)oc2cc3occ(-c4ccccc4)c3cc12,0.7%,-3%,-2%,7%,-11%,
Cc1ccc(-c2csc(/C(C#N)=C(\O)CCl)n2)cc1,i,/,/,/,6%,
COc1ccc(CN2CCN(Cc3c[nH]c4ccccc34)CC2)cc1,i,-2%,0%,6%,24%,
O=[N+]([O-])c1ccc(N2CCOCC2)cc1N1CCCCC1,1.6%,-3%,0%,-9%,2%,
COC(=O)[C@@H]1OC(=O)[C@H]2O[C@@]23[C@@]1(C)CC[C@@H]1[C@@]2(C)C=CC(=O)OC(C)(C)[C@@H]2CC(=O)[C@]13C,1.8%,-13%,/,-14%,7%,
O=C(CSc1ccc2nnc(-c3cccnc3)n2n1)N1CCOCC1,1.5%,/,-10%,-3%,5%,

# Of the compounds above, three contain a cyano group:
SMILES,inhibitors of VEEV,M. tuberculosis,PhoP GFP inhibition,M. tuberculosis HTS,H1N1 NS1A inhibition,others
Cc1ccc(-n2c(=O)c(C#N)cc3c(=O)n4cccc(C)c4nc32)cc1,0.7%,-2%,-7%,-16%,3%,
CCc1ccccc1NC(=O)/C(C#N)=C/c1ccc(Sc2ccccc2)o1,5.0%,?,-2%,14%,8%,
Cc1ccc(-c2csc(/C(C#N)=C(\O)CCl)n2)cc1,i,/,/,/,6%,

# In the list so far, these contain a COOH group.
SMILES,inhibitors of VEEV,M. tuberculosis,PhoP GFP inhibition,M. tuberculosis HTS,H1N1 NS1A inhibition,others
CCc1ccccc1N1CC(C(=O)O)CC1=O (centres undefined),1.1%,-16%,1%,-7%,-2%,
Cc1c(CC(=O)N[C@@H](C)C(=O)O)c(=O)oc2cc3occ(-c4ccccc4)c3cc12,0.7%,-3%,-2%,7%,-11%,

# Continuation.
SMILES,inhibitors of VEEV,M. tuberculosis,PhoP GFP inhibition,M. tuberculosis HTS,H1N1 NS1A inhibition,others
CC1(C(=O)NCCN2CCOCC2)C=CC2(CCCCC2)N1C(=O)c1ccccc1 (centres undefined),i,-20%,-5%,-5%,-2%,
O=C1CC(N2CCN(S(=O)(=O)c3ccccc3F)CC2)C(=O)N1c1ccccc1Cl (centres undefined),1.0%,17%,/,7%,-2%,
COc1ccc(C2/C(=C(/O)c3ccc(C)cc3)C(=O)C(=O)N2C)cc1 (centres undefined),1.1%,9%,1%,4%,6%,
CCOC(=O)C1=NN(c2ccc(OC)cc2)C2C(=O)N(c3ccccc3OC)C(=O)C12 (centres undefined),0.7%,-3%,-6%,1%,-18%,
C=CCc1ccc(OCCCCNC(C)CC)c(OC)c1 (centres undefined),i,15%,0%,3%,2%,
COc1ccc(NC(=O)C2CCN(S(=O)(=O)c3ccc4c(c3)CC(C)N4C(C)=O)CC2)c(OC)c1 (centres undefined),1.6%,6%,-5%,5%,1%,
COc1cccc(CNC(=O)Cn2nc(C)c3c(C)n(-c4ccc(C)cc4)nc3c2=O)c1OC,0.4%,-6%,4%,5%,-2%,
O=c1cccccc1NN=C1CCCCC1,0.3%,27%,1%,0%,1%,
Cc1cc(C)nc(SCC(=O)NNS(=O)(=O)c2ccc(C#N)cc2)n1,3.0%,/,/,/,-8%,
CN(C(=O)c1cccs1)c1ccccc1C(=O)O,i,-6%,-1%,-26%,-3%,
O=C(Nc1ccc(-c2nc3ccccc3o2)cc1)c1cc(-n2cnnc2)ccc1Cl,i,26%,4%,63%,-5%,
Cc1cccc(C2N=C(N)Nc3nc4ccccc4n32)c1 (centres undefined),1.8%,-1%,1%,-17%,6%,
O=C(CSc1nnc(NC(=O)Cc2ccccc2)s1)NCC1CCCO1 (centres undefined),7.1%,4%,8%,0%,-5%,
Cc1cc(NC(=O)c2cc(C3CC3)on2)n(-c2ccccc2)n1,0.4%,-5%,-11%,-2%,5%,inhibitors of VEEV 10K pilot screen=0.3
COc1ccc(S(=O)(=O)N2CCC(C(=O)NCC3CCCCC3)CC2)cc1,0.3%,16%,3%,-6%,-3%,
O=C(COc1ccccc1Cl)Nn1cnnc1,1.1%,3%,-5%,-1%,-4%,
CCOP(=O)(OCC)C(NC(=O)c1cccc([N+](=O)[O-])c1)C(Cl)(Cl)Cl (centres undefined),i,-2%,3%,12%,-16%,
N/C(=N\O)C1COc2ccccc2O1 (centres undefined),1.1%,-6%,0%,-10%,-3%,
CCCCC(=O)NC(c1ccco1)c1cc(Cl)c2cccnc2c1O (centres undefined),4.8%,-6%,1%,-1%,0%,
COc1ccc(Cc2n[nH]c(=S)o2)cc1,0.2%,2%,8%,6%,14%,
Cc1ccc2cc(CN(c3ccccc3)S(=O)(=O)c3ccccc3)c(=O)[nH]c2c1,2.9%,8%,18%,4%,-10%,
Cc1ccc(C)c(NC(=O)C(Sc2nnc(-c3cccs3)o2)c2ccccc2)c1 (centres undefined),1.0%,-20%,3%,8%,-5%,
Fc1cccc(Cl)c1/C=N/Nc1ccccn1,1.1%,15%,7%,4%,-8%,
COc1ccccc1NC(=O)c1c[nH]c2ccccc12,5.2%,3%,-15%,1%,-6%,
O=C(NC1=NCCS1)c1csc2ccccc12,0.7%,26%,-6%,0%,20%,
COC(=O)c1cccc(NC(=O)c2ccc3c(c2)C(=O)N(Cc2cccnc2)C3=O)c1C,1.0%,-9%,6%,-5%,-14%,
O=C(CN1C(=O)S/C(=C\c2cc(Cl)c(O)c(Cl)c2)C1=O)Nc1ccccc1,i,18%,-4%,-5%,-6%,
CC(=O)N[C@@H](C)C(=O)OC(C)C(=O)Nc1cccc([N+](=O)[O-])c1 (some centres undefined),i,/,/,/,2%,
O=C(CCCc1ccccc1)NCc1ccc(Cl)cc1,i,28%,3%,1%,-1%,
CCN1CCN(c2ccc(S(=O)(=O)N3CCOCC3)cc2NC(=O)c2cccc([N+](=O)[O-])c2)CC1,i,1%,/,5%,11%,
CCOc1cc(/C=N/NC(=O)c2nnn(-c3nonc3N)c2C)ccc1OCc1ccc(F)cc1,i,-6%,-12%,1%,-2%,
O=[N+]([O-])c1ccc(CNC2CCCc3ccccc32)cc1 (centres undefined),34%,-3%,-3%,-3%,-74%,
O=C(NCCc1nnc2ccc(N3CCCCCC3)nn12)c1ccccc1,9.3%,-10%,-2%,-2%,-3%,
CCN(CC)/C(Sc1ccccc1)=C(/C(Cl)=C(Cl)Cl)[N+](=O)[O-],1.2%,9%,2%,8%,-4%,
Cc1ccc(C(=O)OCC(=O)Nc2ccccc2)cc1S(=O)(=O)N1CCCCC1,2.2%,9%,/,2%,-9%,
O=C(NCC(c1cccs1)N1CCOCC1)c1ccc(Br)o1 (centres undefined),7.3%,-1%,0%,2%,3%,

# Random excerpt: four records from the list
SMILES,inhibitors of VEEV,M. tuberculosis,PhoP GFP inhibition,M. tuberculosis HTS,H1N1 NS1A inhibition,others
CCN(CC)/C(Sc1ccccc1)=C(/C(Cl)=C(Cl)Cl)[N+](=O)[O-],1.2%,9%,2%,8%,-4%,
O=C(NC1=NCCS1)c1csc2ccccc12,0.7%,26%,-6%,0%,20%,
O=[N+]([O-])c1ccc(CNC2CCCc3ccccc32)cc1 (centres undefined),34%,-3%,-3%,-3%,-74%,
CCOc1cc(/C=N/NC(=O)c2nnn(-c3nonc3N)c2C)ccc1OCc1ccc(F)cc1,i,-6%,-12%,1%,-2%,

# The listing continues.
SMILES,inhibitors of VEEV,M. tuberculosis,PhoP GFP inhibition,M. tuberculosis HTS,H1N1 NS1A inhibition,others
O=C1CCC2(CCCCC2)N1,1.8%,/,/,/,7%,
COc1ccccc1-c1ccc(/C=N/O)o1,7.0%,-11%,-2%,-3%,/,
CC(C(=O)Nc1ccccc1-c1ccccc1)N1CCN(C(=O)c2ccccc2)CC1 (centres undefined),i,-2%,4%,4%,13%,
COc1cc(S(=O)(=O)N2CCOCC2)ccc1NC(=O)COC(=O)C12CC3CC(CC(C3)C1)C2,1.6%,-9%,-4%,-4%,-15%,
Cc1ccc(O)c(C(=O)c2cnc3c(c2)c(C)nn3C)c1,6.8%,1%,-7%,7%,-7%,
COc1ccc(-n2nnnc2SCC(=O)N2C(C)CCCC2C)c(OC)c1 (centres undefined),i,9%,-7%,-1%,-1%,

# As a working copy, part of the list above:
SMILES,inhibitors of VEEV,M. tuberculosis,PhoP GFP inhibition,M. tuberculosis HTS,H1N1 NS1A inhibition,others
Cc1ccc(O)c(C(=O)c2cnc3c(c2)c(C)nn3C)c1,6.8%,1%,-7%,7%,-7%,
COc1ccc(-n2nnnc2SCC(=O)N2C(C)CCCC2C)c(OC)c1 (centres undefined),i,9%,-7%,-1%,-1%,
